MITF inh = human MITF inhibition, primary screen | O75030 | AlphaScreen MITF homodimerization, bead proximity signal | inhibition, % at 2.6 µM | 650,000 tested, 0.91% active; in the data active = inhibition above about 50%;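 also: 0% = vehicle wells with protein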
Target sequence (O75030 whole entry, looked up): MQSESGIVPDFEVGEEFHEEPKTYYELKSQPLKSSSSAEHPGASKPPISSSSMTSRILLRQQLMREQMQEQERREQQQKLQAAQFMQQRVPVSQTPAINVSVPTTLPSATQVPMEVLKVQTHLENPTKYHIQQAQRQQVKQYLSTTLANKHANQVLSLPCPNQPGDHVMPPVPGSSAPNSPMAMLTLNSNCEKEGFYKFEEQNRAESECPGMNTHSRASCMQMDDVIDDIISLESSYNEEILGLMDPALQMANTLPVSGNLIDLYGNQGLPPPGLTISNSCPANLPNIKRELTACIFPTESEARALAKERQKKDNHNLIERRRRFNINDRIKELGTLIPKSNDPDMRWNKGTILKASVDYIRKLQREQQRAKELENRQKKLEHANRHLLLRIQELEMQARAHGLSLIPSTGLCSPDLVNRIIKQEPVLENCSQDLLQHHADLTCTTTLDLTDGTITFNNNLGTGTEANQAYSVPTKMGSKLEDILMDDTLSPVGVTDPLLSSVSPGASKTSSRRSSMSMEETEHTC
FBW7 act = activators of human E3 ligase FBW7 | Q969H0 | AlphaScreen FBW7–phospho-cyclin E peptide binding, activator screen | normalized activity (activation), % at 26.1 µM | 650,000 tested, 0.13% active | AID 1259310; in the data active = normalized activity above about 1.9%;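 also: purified mutant Fbw7 with reduced substrate affinity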
GPR151 activ = human GPR151 activation; activation, % at 11.2 µM; 650,000 tested, 1% active; PathHunter beta-arrestin GPR151 cells, luminescence; AID 1508602; Q8TDV0; in the data active = activation above about 4.9%;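 also: 0% = median of compound wells and 100% = cells with positive control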
Target sequence (Q8TDV0 whole entry, looked up): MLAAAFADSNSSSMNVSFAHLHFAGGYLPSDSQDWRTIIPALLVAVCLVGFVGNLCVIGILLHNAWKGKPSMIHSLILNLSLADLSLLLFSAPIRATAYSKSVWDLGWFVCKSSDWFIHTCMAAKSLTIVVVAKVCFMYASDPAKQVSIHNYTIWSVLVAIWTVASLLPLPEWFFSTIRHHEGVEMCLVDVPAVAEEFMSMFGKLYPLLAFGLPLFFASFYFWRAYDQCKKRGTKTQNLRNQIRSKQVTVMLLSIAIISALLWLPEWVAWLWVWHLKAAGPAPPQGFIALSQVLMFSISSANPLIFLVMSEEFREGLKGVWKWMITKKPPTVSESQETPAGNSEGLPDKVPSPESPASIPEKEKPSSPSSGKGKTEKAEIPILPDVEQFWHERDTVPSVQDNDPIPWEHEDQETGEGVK
TEAD-YAP block = TEAD-YAP interaction inhibition; inhibition, % at 9.12 µM; HEK-TIYL cells, TEAD-Gal4/YAP UAS-luciferase luminescence; 640,000 tested, 1.4% active; in the data active = inhibition above about 32%;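 also: 0% = median of test compound wells and 100% = reference inhibitor wells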
* marks the source's active call; other numbers are inactive results; & = joins results of further samples. Outcome played no part in choosing rows. About 3.4% of those tested had a hit in this group.

The first 4 records (preview)
structure,MITF inh,FBW7 act,GPR151 activ,TEAD-YAP block
CC(CN1CCC(Oc2cccc(C(=O)N3CCOCC3)c2)CC1)c1ccccc1 (stereo not given),5,-0.1,-0.4,5
Cc1ccc(C(=O)Nc2ccc(F)cc2)cc1,-2,0.1,-6.8,-3
Cc1ccccc1CN1CCNC(=O)C1CC(=O)N(C)CCC1CCOCC1 (stereo not given),-8,-0.1,0.7,2
CCCn1c2ccccc2n2cc(-c3ccc([N+](=O)[O-])cc3)nc12,14,1.2,-0.8,10

All compounds of this part, from the start:
structure,MITF inh,FBW7 act,GPR151 activ,TEAD-YAP block
CC(CN1CCC(Oc2cccc(C(=O)N3CCOCC3)c2)CC1)c1ccccc1 (stereo not given),5,-0.1,-0.4,5
Cc1ccc(C(=O)Nc2ccc(F)cc2)cc1,-2,0.1,-6.8,-3
Cc1ccccc1CN1CCNC(=O)C1CC(=O)N(C)CCC1CCOCC1 (stereo not given),-8,-0.1,0.7,2
CCCn1c2ccccc2n2cc(-c3ccc([N+](=O)[O-])cc3)nc12,14,1.2,-0.8,10
CCSC1=C(C#N)C(c2cc(Br)c(O)c(OC)c2)CC(=O)N1 (stereo not given),3,-0.1,-0.9,-5
CNC(=O)/C=C1\NC(C)(C)Cc2ccccc21,17,0.2,0.5,-9
O=C(COC(=O)CCN1C(=O)c2ccccc2C1=O)Nc1ccc(F)c([N+](=O)[O-])c1,0,0.0,1.3,1
COc1ccc(-c2cc(C(=O)Nc3cccc(C(C)=O)c3)c3ccccc3n2)cc1,13,0.1,-0.5,-1
CC(C)c1nnc(NC(=O)C2CCN(c3nc4ccccc4s3)CC2)s1,7,0.0,0.7,7
COC(=O)CN(c1ccc(C)c(C)c1)S(=O)(=O)c1ccc(C)cc1,1,-0.1,-0.1,5
CCc1ccc2c(c1)cc(C)c1nnc(SCC(N)=O)n12,3,-0.1,1.0,8
CCc1ccc(C2CC(=O)Nc3cc(C)c(C)cc32)cc1 (stereo not given),4,0.0,-1.3,7
CC(=O)Nc1c(O)n(C)c2ccccc12,-3,0.2,0.0,-16
CC(=O)N1CCN(C2=NC(=O)C(=C3CCCCC3)S2)CC1,-3,0.4,0.1,-3
COC(=O)CSC1=NC(=O)/C(=C/c2ccc(C)cc2)S1,-3,-0.2,-2.1,-9
O=c1oc2c(Cl)cc(Cl)cc2cc1-c1nnc(-c2ccccc2)o1,3,-0.1,-0.4,-3
O=C(O)CCCC(=O)N1CCCc2ccccc21,5,0.0,0.6,7
Nc1ccc(-c2cnn3ccc(Nc4cccc(Cl)c4)nc23)cc1,-13,0.1,-0.5,8
Cc1ccc(-n2nc3c(c2NC(=O)c2ccccc2C(F)(F)F)CSC3)cc1,-2,-0.1,0.9,8
c1ccc(NCc2nnc3n2CCCCC3)cc1,11,-0.2,0.8,2

Compound profiles, as listed above. Order of values: MITF inh | FBW7 act | GPR151 activ | TEAD-YAP block
Results for `CCc1ccc2c(c1)cc(C)c1nnc(SCC(N)=O)n12` : 3 | -0.1 | 1.0 | 8
Results for `CCc1ccc(C2CC(=O)Nc3cc(C)c(C)cc32)cc1` (stereo not given) : 4 | 0.0 | -1.3 | 7
Results for `O=C(O)CCCC(=O)N1CCCc2ccccc21` : 5 | 0.0 | 0.6 | 7

(cont.)
structure,MITF inh,FBW7 act,GPR151 activ,TEAD-YAP block
c1ccc2oc(-c3cnn4c(NC5CCCNC5)ccnc34)cc2c1 (stereo not given),-35,-0.2,-0.9,-5
O=C(Nc1cccc(C(F)(F)F)c1)c1ccc2c(=O)n(Cc3cccc(Br)c3)c(=S)[nH]c2c1,-2,-0.1,2.6,-7
O=C(Cc1cccs1)NNC(=O)c1ccccc1Br,3,-0.1,0.8,-3
CCOC(=O)[C@H](CCc1ccccc1)N[C@@H](C)C(=O)N1CCC[C@H]1C(=O)O,-1&-21,0.0&0.1,2.7&-2.2,-7
CCCNC(=O)/C(=C/c1ccc(-c2ccccc2[N+](=O)[O-])o1)NC(=O)c1ccccc1,15,0.0,0.7,-2
Cc1cc(NC(=O)C(c2ccccc2)c2ccccc2)n(-c2nc3c(c(=O)[nH]2)CCC3)n1,18,0.0,-1.1,1
O=C(CC1CCCCC1)N(c1ccc(Br)cc1)C1C=CS(=O)(=O)C1 (stereo not given),22,0.0,-1.2,8
CC1(C(=O)Oc2ccccc2)Cc2ccccc2C(=O)O1 (stereo not given),-2,-0.1,1.0,2
COc1cc(SC)ccc1C(=O)NCc1cccnc1,-17,-0.2,0.7,-3
CN1C/C(=C/c2ccc(Br)o2)C(=O)/C(=C/c2ccc(Br)o2)C1,9,0.0,0.1,-4
Cc1ccc(C)c(N(C)S(=O)(=O)c2ccc3[nH]cc(C(=O)NCCN(C)C)c(=O)c3c2)c1,5,-0.1,0.1,5
Cc1c(C(=O)Nc2ccc(F)cc2F)sc2ncn(CC(=O)N3CCCCC3C)c(=O)c12 (stereo not given),2,-0.4,1.7,3
CC1CCN(Cc2cc(-c3ncccn3)ccc2O)CC1,-1,0.1,1.8,1
Cc1ccc2oc(-c3ccc(C)c(NC(=O)/C=C/c4ccco4)c3)nc2c1,8,0.1,0.9,-26
CC(C)(C)CC(C)(C)NCC(O)COCCOc1ccc(Cl)cc1 (stereo not given),7,-0.1,-2.0,-3
O=C(CSc1nnc(CNC(=O)c2ccc(S(=O)(=O)N3CCCCC3)cc2)n1-c1ccc(F)cc1)Nc1nccs1,-11,0.0,1.4,-4
COc1ccc(-c2nnc(SCC(=O)NN)n2-c2ccccc2)cc1,20,0.4,0.5,20
CC(C(=O)NCc1ccncc1)c1ccc([N+](=O)[O-])cc1 (stereo not given),0,0.0,0.1,-7
Cc1c(C(=O)N2CCC(Cc3ccccc3)CC2)sc2ncn(C)c(=O)c12,-4,-0.1,-0.5,1
O=C1CCCC(O)=C1C1C2=C(CCCC2=O)Oc2ccccc21 (stereo not given),6,-0.1,1.1,14
Cc1nn(C)c(C)c1-c1cncc(C(=O)NCc2cccnc2)c1,-13,0.4,2.0,-6
O=Cc1ccccc1/C=N/NCc1ccccc1,-6,0.0,-1.3,1
Cc1ccc(S(=O)(=O)N2CCN(Cc3cccc(C)c3O)CC2)cc1,1,0.0,3.4,0
COCCNC(=O)c1ccc2c(=O)n(Cc3ccco3)c(SCc3cc(C(C)=O)ccc3OC)nc2c1,-11,0.0,0.9,6
COCCCNC(=S)Nc1cccc(OC)c1,16,0.6,-0.9,-6
CCn1c(C(=O)O)c(CC(=O)N2CCC(Cc3ccccc3)CC2)c2ccccc21,6,-0.1,0.9,2
CCc1ccc(NC(=O)C(=O)NCCCCC2CCCNC2)cc1 (stereo not given),5,-0.1,1.9,25
COc1ccc(CCNc2cc(-c3ccccc3)ncn2)cc1,5,1.9*,-0.1,-5
O=C(NCCc1ccc(Cl)cc1)C(=O)NCC1CCCO1 (stereo not given),5,0.0,0.1,3
CN(/N=C/c1cccn1C)c1cnc2ccccc2n1,-17,0.3,0.6,-63
O=C(CCC(=O)N1CCOc2ccccc21)NCCCN1CCCC1=O,-3,0.0,-1.4,-1
COc1ccc(C2(C#N)CCC3Nc4ccccc4C3C2)cc1OC (stereo not given),-10,0.3,1.7,-3
CCN1CCN(Cc2nc(N3CCOCC3)c3cc(Cl)ccc3n2)CC1,1,0.1,2.0,-8
Cc1sc2ncnc(N3CCNC(=O)C3)c2c1C,2,-0.2,-0.8,22
CCOc1ccc(C2CC(=O)n3nc(-c4ccc(F)cc4)nc3S2)cc1OC (stereo not given),-5,-0.1,0.0,-3
Cc1cc(=O)[nH]c(SCC(=O)N2CCCC2)n1,5,0.1,0.0,-12
CSc1nc(NCC(C)C)c2cnn(CCNC(=O)COc3ccccc3F)c2n1,-17,0.1,-0.6,-2
CC(=O)c1c(-c2ccc(Cl)cc2Cl)noc1C,-2,0.0,0.5,-2
Cc1ccc(S(=O)(=O)NC(C)C(c2cccs2)N2CCN(C)CC2)cc1 (stereo not given),16,0.3,-2.6,-10
O=C1NC(=NC(Cc2ccccc2)C(=O)O)S/C1=C/c1ccc2c(c1)OCO2 (stereo not given),22,0.8,-1.2,2
CC(C)(C)C(=O)CSc1nc(-c2ccc(Br)cc2)cc(-c2ccccc2)c1C#N,-3,-0.2,-1.3,1
COc1ccc(Cn2c(=S)[nH]c3cc(C(=O)NCc4cccc(Cl)c4)ccc3c2=O)cc1,0,0.1,-1.6,-1
CC1CN(CCC(=O)c2ccc3c(c2)OCCO3)CC1c1ccccc1 (stereo not given),39,0.0,1.6,-5
CC(=O)c1ccc(OCC(O)CNCCOc2ccc(C)cc2)cc1 (stereo not given),-18,0.1,0.1,1
CC1CN(C(c2ccccc2Cl)c2sc3nc(-c4ccco4)nn3c2O)CC(C)O1 (stereo not given),4,-0.1,2.3,5
O=C(CSc1nnc2ccccn12)c1ccc(Cl)cc1,11,0.0,-1.2,-27
O=C(Nc1cccc(Oc2ccc3c(c2)C(=O)NC3=O)c1)c1ccco1,21,0.2,-2.6,3
CCc1nnc2nc(-c3ccc(NC(=O)CC4NC(=O)c5ccccc54)cc3)cn2c1CC (stereo not given),1,0.2,0.4,-2
COCc1c(C(=O)OC)nnn1-c1ccc(C(F)(F)F)cc1[N+](=O)[O-],0,0.1,-0.7,1
CCCCOn1nnc2ccc([N+](=O)[O-])cc21,23,0.6,0.6,7
O=C1CC(n2cnc3ccccc32)C(=O)N1c1cccc(Cl)c1 (stereo not given),11,0.7,-0.9,4
Cc1nc2c(C(=O)O)c[nH]n2c(=O)c1Cc1cccc(Cl)c1,-8,0.0,-0.2,-3
Cc1cccc(N(CC(=O)N2CCN(C)CC2)S(=O)(=O)c2ccc(Cl)cc2)c1,-5,0.1,-0.7,6
c1ccc(-c2nc(-c3ccncc3)cc(N3CCOCC3)n2)cc1,-8,0.1,-0.4,0
Cc1onc(/C=C/N2CCOCC2)c1S(=O)(=O)N(C)Cc1ccc(F)cc1,-1,-0.1,0.5,2
CC(C)(C)c1ccc(OCCCC(=O)Nc2nncs2)cc1,9,-0.4,-0.1,10
O=C(COc1cc(O)c2c(=O)cc(-c3ccccc3)oc2c1)c1ccccc1,-10,0.0,0.8,5
COc1cccc(/C=C(\C#N)c2nn(-c3ccccc3)c(N)c2C#N)c1OCc1ccc(Cl)cc1Cl,12,0.3,0.5,3
Cc1nnc(NC(=O)C(C)Oc2ccc(Cl)cc2C)s1 (stereo not given),9,-0.4,0.2,4
COc1ccc(CC(=O)NC(C)C2CC3CCC2C3)cc1 (stereo not given),-3,0.0,-0.2,-8

(next part)
structure,MITF inh,FBW7 act,GPR151 activ,TEAD-YAP block
CN(Cc1ccccc1)CC(O)COc1ccc(CNCCN2CCCCC2)cc1 (stereo not given),-11,-0.1,-0.2,4
CC1CCCC/C1=N\NC(=O)c1ccccc1Br (stereo not given),-2,0.1,-0.3,-6
O=C(OCc1cccc([N+](=O)[O-])c1)C1CCN(S(=O)(=O)c2cccs2)CC1,9,-0.1,1.2,12
CCSc1nnc(NC(=O)/C=C/c2ccccc2Cl)s1,-12,-0.1,1.0,6
Cc1c(C(=O)Nc2ccc3c(c2)OCCO3)sc2ncn(CC(=O)N3CCC(C)CC3)c(=O)c12,3,0.0,0.5,-12
Cc1ccc(NC(=O)C2CCCN(S(=O)(=O)c3ccc4c(c3)oc(=O)n4C)C2)nc1 (stereo not given),5,-0.2,0.5,14
O=C(Cn1c2ccccc2c(=O)c2ccccc21)Nc1ccc(F)cc1Cl,11,0.1,1.0,-14
NNC(=O)c1cc(-c2ccccc2)n(-c2ccccc2)n1,-17,-0.1,-0.8,-1
Cn1cc(CN2CCC(c3[nH]ncc3Cc3ccccc3)CC2)cn1,12,0.1,-0.9,3
CC(C)N(Cc1ccccc1)c1ncnc2c1cnn2C,-11,-0.1,-1.4,0
COc1cc(/C=N/NC(=O)Cc2ccccc2)ccc1Oc1ccc([N+](=O)[O-])cn1,1,0.0,-0.1,-4
Cc1ccc(S(=O)(=O)C2(C(=O)Nc3ccc(F)c(F)c3)CC2)cc1,-2,0.1,0.3,2
COc1ccc2cc(S(=O)(=O)N3CCN(c4ccc(F)cc4)CC3)ccc2c1,-5,0.0,-0.3,1
Nn1cnnc1N/N=C/c1cc([N+](=O)[O-])c(N2CCOCC2)cc1N1CCOCC1,-15,0.0,0.7,-1
Cc1ccc(Cl)cc1NC(=O)C(=O)NCc1ccccn1,-8,-0.1,0.8,-8
COCC(=O)N(C)C(Cc1ccc(F)cc1)C1CCN(C(=O)CCc2cccs2)CC1 (stereo not given),-1,0.2,-0.9,0
CCOC(=O)c1ccc2ncc(C(=O)OCC)c(Nc3cccc(C)c3)c2c1,1,-0.1,-0.3,-1

Quoted at random: 3 records from the list.
structure,MITF inh,FBW7 act,GPR151 activ,TEAD-YAP block
CC(C)N(Cc1ccccc1)c1ncnc2c1cnn2C,-11,-0.1,-1.4,0
Nn1cnnc1N/N=C/c1cc([N+](=O)[O-])c(N2CCOCC2)cc1N1CCOCC1,-15,0.0,0.7,-1
NNC(=O)c1cc(-c2ccccc2)n(-c2ccccc2)n1,-17,-0.1,-0.8,-1

Bioassay records: PubChem BioAssay, The Scripps Research Institute Molecular Screening Center
